Rv3671c inh = Rv3671c (M. tuberculosis) protease inhibition | P9WHR9 | inhibition, % at 5.96 µM | hit rate 0.048% among 320,000 | AID 2606; in the data active = inhibition above about 38%;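 note: extracellular domain of Rv3671c used as enzyme; 0% = enzyme with DMSO and 100% = no enzyme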
FadD28 binding = M. tuberculosis FadD28 bisubstrate binding inhibition; FadD28 bisubstrate probe binding, fluorescence polarization; inhibition, % at 12.5 µM; hit rate 0.22% among 360,000; AID 588549; in the data active = inhibition above about 8.5%, passing the limit was not always enough; inconclusive = no clear call, values can overlap the other calls
UGM FP inh = blocks M. tuberculosis UGM enzyme | hit rate 0.06% among 320,000 | P9WIQ1 | AID 504406 | purified UGM, fluorescence polarization probe displacement | inhibition, % at 10 µM; in the data active = inhibition above about 10%, passing the limit was not always enough; inconclusive = no clear call, values can overlap the other calls
Target sequence (P9WIQ1 whole entry, looked up): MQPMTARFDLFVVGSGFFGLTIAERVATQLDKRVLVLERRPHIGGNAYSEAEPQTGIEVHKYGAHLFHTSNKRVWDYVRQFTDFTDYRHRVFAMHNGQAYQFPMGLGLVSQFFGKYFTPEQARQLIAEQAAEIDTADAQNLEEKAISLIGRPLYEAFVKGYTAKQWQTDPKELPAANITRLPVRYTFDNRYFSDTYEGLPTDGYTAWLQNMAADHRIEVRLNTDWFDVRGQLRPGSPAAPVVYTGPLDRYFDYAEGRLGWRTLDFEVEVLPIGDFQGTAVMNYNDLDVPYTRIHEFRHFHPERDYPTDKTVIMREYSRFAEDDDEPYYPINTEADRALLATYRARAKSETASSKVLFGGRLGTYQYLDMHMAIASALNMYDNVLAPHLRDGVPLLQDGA
PrPC TRFRET = cell surface PrPC inhibition, primary TR-FRET screen; hit rate 0.43% among 370,000; TR-FRET read-out; inhibition, % at 13.8 µM; P04156; in the data active = inhibition above about 24%; note: 0% = median of the test wells and 100% = reference compound wells
Mtb FBA inh = inhibits M. tuberculosis FBA enzyme. inhibition, % at 1 µM. P9WQA3. purified M. tuberculosis FBA, fluorescence read-out. hit rate 2.3% among 360,000. AID 588726; in the data active = inhibition above about 27%;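 note: 0% = vehicle and 100% = reference inhibitor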
Target sequence (P9WQA3 whole entry, looked up): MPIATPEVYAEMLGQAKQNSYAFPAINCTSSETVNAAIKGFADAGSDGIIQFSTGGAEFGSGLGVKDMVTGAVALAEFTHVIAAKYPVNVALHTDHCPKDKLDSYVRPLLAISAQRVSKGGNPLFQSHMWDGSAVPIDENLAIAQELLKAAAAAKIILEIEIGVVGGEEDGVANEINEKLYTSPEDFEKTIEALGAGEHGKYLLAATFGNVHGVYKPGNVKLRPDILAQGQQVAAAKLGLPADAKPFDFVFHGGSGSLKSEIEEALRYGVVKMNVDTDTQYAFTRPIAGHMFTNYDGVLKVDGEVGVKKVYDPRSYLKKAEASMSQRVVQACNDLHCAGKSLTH
BioA inh = BioA (M. tuberculosis) enzyme inhibition; purified M. tuberculosis BioA enzyme, plate reader; inhibition, % at 9.99 µM; hit rate 0.096% among 360,000; AID 602481; in the data active = inhibition above about 40%; inconclusive = no clear call, values can overlap the other calls
MazF activator = MazEF (E. coli) toxin RNase activation. hit rate 0.32% among 350,000. AID 504720. FAM/BHQ RNA-DNA oligo cleavage fluorescence, 5 h. activation, % at 20 µM; in the data active = activation above about 50%
Target sequence (P0AE70 whole entry, looked up): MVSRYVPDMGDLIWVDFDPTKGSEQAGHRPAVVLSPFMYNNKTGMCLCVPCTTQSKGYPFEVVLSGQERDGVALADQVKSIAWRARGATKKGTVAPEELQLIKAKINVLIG
BoNT-F LC inh = BoNT F light chain protease inhibition; Multiplex microsphere protease cleavage assay, flow cytometry; inhibition, % at 10 µM; hit rate 0.22% among 360,000; AID 588497; in the data active = inhibition above about 35%, passing the limit was not always enough; inconclusive = no clear call, values can overlap the other calls; note: plate controls were buffer without enzyme for full effect and enzyme alone for no effect
GDH-TPI counter = GDH-TPI coupled enzyme inhibition counter-screen. GDH-TPI coupled enzyme counterscreen, NADH absorbance. inhibition, % at 4.8 µM. hit rate 1.2% among 360,000; in the data active = inhibition above about 30%;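 note: 0% = DMSO wells and 100% = wells lacking the enzyme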
Active calls of the source: *; u = inconclusive; x = not tested or not shown. Not a hit list; 4.8% or so of the library scored in one or more.

SMILES	Rv3671c inh	FadD28 binding	UGM FP inh	PrPC TRFRET	Mtb FBA inh	BioA inh	MazF activator	BoNT-F LC inh	GDH-TPI counter
COCCOC(=O)c1[nH]c2c(c1C)C(=O)CC(c1cccs1)C2 (stereo not given)	x	-3.3	x	9	3	x	-24	0	1
CN(C)c1ccc(/C=C(/NC(=O)c2ccccc2)C(=O)NCCCn2ccnc2)cc1	-13	1.0	-2.9	x	-4	0.1	74*	-1	33*
COC(=O)C1Cc2ccccc2CN1C(=O)CCl (stereo not given)	2	-1.6	-3.0	-10	1	x	6	3	4
COc1cc2c(cc1OC)/C(=C/C(=O)c1ccc(NC(C)=O)cc1)NCC2	0	-2.2	-2.5	-6	1	1.6	5	-2	14
NS(=O)(=O)c1cccc(NC(=O)CSc2ccccn2)c1	-4	-1.6	-1.2	-1	1	-3.9	4	4	1
CC1CCCN(C(=O)COc2ccc3c(c2)OCO3)C1 (stereo not given)	5	0.6	-1.3	7	0	-0.5	1	-3	-2
Cn1nnnc1SCC(=O)Nc1nc2c(F)c(F)c(F)cc2s1	-1	-3.1	-0.9	-3	-3	-0.9	5	-2	-4
O=C(CSc1ccc(-c2ccccn2)nn1)Nc1ccccc1	-8	-1.8	1.0	0	-1	-0.9	-8	-3	1
Cc1cc(Cl)c(S(=O)(=O)NCCC(=O)O)cc1OCC(N)=O	10	0.0	0.3	1	2	0.0	-2	7	3
CS(=O)(=O)c1ccc(C(=O)Nc2ccccc2N2CCOCC2)c(Cl)c1	-2	-0.7	-0.4	9	1	x	-5	9	-2
CCN(CC)S(=O)(=O)c1cc([N+](=O)[O-])ccc1NNC(=O)Nc1ccc(Cl)c(Cl)c1	-137	-6.3	1.2	5	-8	-1.2	11	0	0
CCN(C(=O)CN1C(=O)c2ccc([N+](=O)[O-])cc2C1=O)C1CCS(=O)(=O)C1 (stereo not given)	3	-3.9	1.4	-14	1	3.4	6	-4	-1
CCCCSc1nc(O)c(C2OC(=O)c3c2ccc(OC)c3OC)c(=O)n1-c1ccccc1 (stereo not given)	-4	-0.3	0.8	3	0	-2.6	-3	-1	-4
C=C(C)CSc1nc2c(cc1C#N)CCC2	6	-1.6	-0.2	2	1	-0.2	2	3	1
COC(C[C@H](O)C[C@@H](O)[C@@H](C)OCc1ccccc1)OC	x	0.6	x	-2	-1	-0.5	2	1	4

Part of the list above, set out differently.
Under each structure: Rv3671c inh	FadD28 binding	UGM FP inh	PrPC TRFRET	Mtb FBA inh	BioA inh	MazF activator	BoNT-F LC inh	GDH-TPI counter
- CCN(CC)S(=O)(=O)c1cc([N+](=O)[O-])ccc1NNC(=O)Nc1ccc(Cl)c(Cl)c1
→ -137	-6.3	1.2	5	-8	-1.2	11	0	0
- CCN(C(=O)CN1C(=O)c2ccc([N+](=O)[O-])cc2C1=O)C1CCS(=O)(=O)C1 (stereo not given)
→ 3	-3.9	1.4	-14	1	3.4	6	-4	-1

Back to the main list with the two entries that preceded the break.
SMILES	Rv3671c inh	FadD28 binding	UGM FP inh	PrPC TRFRET	Mtb FBA inh	BioA inh	MazF activator	BoNT-F LC inh	GDH-TPI counter
C=C(C)CSc1nc2c(cc1C#N)CCC2	6	-1.6	-0.2	2	1	-0.2	2	3	1
COC(C[C@H](O)C[C@@H](O)[C@@H](C)OCc1ccccc1)OC	x	0.6	x	-2	-1	-0.5	2	1	4
Cc1nnsc1-c1onc(C)c1C(=O)Nc1cc(Cl)cc(Cl)c1	-1	-2.7	-1.8	3	1	x	9	u	2
Cc1nc2c(-c3ccc(F)cc3)c(C)nn2c(C)c1CCC(=O)N1CCOCC1	10	-1.8	-0.4	1	-3	2.6	8	-2	-2
N#Cc1c(C#N)c(SSc2c(C#N)c(C#N)c(N)n2-c2ccccc2)n(-c2ccccc2)c1N	x	-4.7	x	3	13	x	-7	6	-4
CCCCn1c(N)c(N(CC(C)C)C(=O)c2ccc(-c3ccc(Cl)cc3)o2)c(=O)[nH]c1=O	-4	-3.6	-0.8	-9	2	0.7	-10	-9	15
Cc1cc2c(=O)n(C)c(SCC(=O)Nc3ccccc3)nc2s1	-4	0.9	0.5	6	0	-0.1	8	-6	12
CCc1cc(=O)oc2cc(C)cc(OCC(=O)NCc3ccncc3)c12	3	-3.5	-0.1	4	49*	4.9	5	-4	7
Cc1ccc(S(=O)(=O)Oc2ccccc2)cc1	x	-1.3	x	12	1	x	-6	-7	-11
COc1ccc(-c2cc(C(=O)NCC3CCCO3)on2)cc1OC (stereo not given)	4	-3.2	0.0	0	2	-0.3	11	1	7
CC(C(=O)Nc1ccc([N+](=O)[O-])cc1)N1CCN(C/C=C/c2ccccc2)CC1 (stereo not given)	-8	-2.3	1.7	-15	0	-4.3	-4	-10	25
O=C(NCCO)c1c(-c2ccc3c(c2)OCO3)noc1-c1ccsc1	x	-1.9	x	2	0	-0.9	11	1	-8
CC1CC(NC2=NCCS2)CC(C)(C)C1 (stereo not given)	-3	-0.8	-1.4	0	2	x	12	-14	4
CC12CCC(=O)N1C(C(=O)NCCc1ccc(F)cc1)CS2 (stereo not given)	-1	-1.6	-3.5	-6	0	-1.9	1	-15	-2
CC(C)c1ccc([N+](=O)[O-])cc1S(=O)(=O)N1CCN(C)CC1	-22	-2.4	2.0	1	-2	1.3	-5	u	-3
CC(NC(=O)Nc1ccc(F)cc1)C(c1cccs1)N1CCCC1 (stereo not given)	0	-3.5	x	5	-4	-1.0	2	-11	0
O=C(NCc1ccccc1)c1ccccc1	x	-1.4	x	9	6	-2.1	1	-7	7

Of the compounds above, 4 contain fluorine:
SMILES	Rv3671c inh	FadD28 binding	UGM FP inh	PrPC TRFRET	Mtb FBA inh	BioA inh	MazF activator	BoNT-F LC inh	GDH-TPI counter
Cn1nnnc1SCC(=O)Nc1nc2c(F)c(F)c(F)cc2s1	-1	-3.1	-0.9	-3	-3	-0.9	5	-2	-4
Cc1nc2c(-c3ccc(F)cc3)c(C)nn2c(C)c1CCC(=O)N1CCOCC1	10	-1.8	-0.4	1	-3	2.6	8	-2	-2
CC12CCC(=O)N1C(C(=O)NCCc1ccc(F)cc1)CS2 (stereo not given)	-1	-1.6	-3.5	-6	0	-1.9	1	-15	-2
CC(NC(=O)Nc1ccc(F)cc1)C(c1cccs1)N1CCCC1 (stereo not given)	0	-3.5	x	5	-4	-1.0	2	-11	0

Carrying on:
SMILES	Rv3671c inh	FadD28 binding	UGM FP inh	PrPC TRFRET	Mtb FBA inh	BioA inh	MazF activator	BoNT-F LC inh	GDH-TPI counter
Cn1c(=O)[nH]c(=O)c2c1nc(N1CCN(CCO)CC1)n2Cc1ccccc1	4	-0.5	-1.8	-5	0	-0.3	-5	-13	9
CC[C@@]1(C(=O)OC)N[C@H](CN(C)C(=O)C2CCCCC2)[C@@H]2C(=O)N(Cc3ccccc3)C(=O)[C@@H]21	-1	-1.6	x	0	1	-1.5	-4	-8	6
COc1ccc(C(=O)N[C@H](C(=O)OCc2cc(=O)oc3cc(C)ccc23)C(C)C)cc1	6	-4.8	0.6	0	-3	-0.8	1	3	-9
COc1ccc(CN2CC(C(=O)NCCCN3CCN(C)CC3)CC2=O)cc1 (stereo not given)	2	-1.4	1.4	12	4	-0.9	0	2	11
CC1=C(C)C(C)=C(C#N)C(=C(C#N)C#N)N1	-3	0.9	3.3	1	20	0.6	8	u	-1
c1cc2c3c(cccc3c1)NC1(CCCCCC1)N2	-8	-3.0	-0.8	-6	-7	x	-8	-186	9
O=C(NCc1ccccc1)C(=O)Nc1nccs1	5	-1.0	-0.3	4	4	-2.3	5	5	4
CSc1ccc(S(=O)(=O)NCC(=O)OCC(=O)N(C)Cc2ccccc2)cc1[N+](=O)[O-]	6	-0.1	2.8	-19	-1	-0.5	2	8	1
Nc1nc2ccccc2n1C(=O)c1ccco1	x	-2.4	x	3	-4	x	5	-3	12
NC(=O)c1ccc(NC(=O)COc2ccc([N+](=O)[O-])cc2Cl)cc1	4	-3.8	-0.2	-6	6	x	13	-1	4
CCOC(=O)N1CCN(S(=O)(=O)c2ccc(OCC)c3ccccc23)CC1	2	-4.7	-1.5	-2	3	0.6	-12	-13	10
COc1cccc(/C=C/C(=O)OCC(=O)NC2CC2)c1	-13	-3.8	-0.6	-4	28*	-0.2	4	6	-1
COC(=O)CNc1nc(-c2ccccc2F)nc2ccccc12	-7	-4.8	-1.4	4	-6	0.1	46	-3	0
CC(C)c1ccc(NC(=O)Nc2nnc([C@@H]3C[C@H](O)[C@@H](CO)O3)s2)cc1	x	1.0	x	0	2	0.0	x	-8	11
N#CC1=C2SCN(c3ccccc3)CN2C(=O)CC1c1c(Cl)cccc1Cl (stereo not given)	-3	-5.7	-0.3	4	0	-1.4	-24	-7	15
COc1ccccc1N/N=C(\C#N)C(=N)N1CCOCC1	1	-2.1	-0.2	0	-9	x	10	9	0
O=[N+]([O-])c1ccc(Sc2nc3ccccc3o2)c([N+](=O)[O-])c1	15	-1.8	-1.2	-21	0	-0.2	1	-6	15
Cc1ccc(NC(=O)c2cc(=O)c3ccccc3o2)cc1S(=O)(=O)N1CCCCC1	-79	-21	0.9	-4	4	x	-11	1	5
CCCCC(=O)N/N=C/c1c(O)n(Cc2ccco2)c(=O)[nH]c1=O	-4	-2.3	0.2	-5	-2	-1.4	-7	-2	13
CC(=O)N1CCN(C(=O)c2cccc(S(=O)(=O)N3CCOCC3)c2)CC1	x	1.6	x	-2	2	-2.3	-5	4	12
COc1ccccc1N1CCN(S(C)(=O)=O)CC1	-9	0.6	2.9	-5	1	0.3	3	1	8
CC(=O)c1ccc(S(=O)(=O)N2CCN(C(=O)c3ccccc3Cc3ccccc3)CC2)cc1	-1	0.7	0.4	-1	3	1.2	-11	0	-7
Cc1ccc(NC(=O)CN(C)C(=O)CSc2nnnn2C)cc1	-3	-1.1	-0.5	5	-3	x	11	-9	4
CCc1ccn2cc(-c3ccc4c(c3)OCO4)nc2c1	3	-1.3	1.1	-1	91*	9.6	9	-6	13
CC(C)(C)C(=O)Nc1sc2c(c1C(=O)Nc1ccccn1)CCCC2	0	1.0	-0.5	4	-1	x	-3	17	9
Cc1cccc(S(=O)(=O)NC(=O)C2(C)CCN2C(=O)C2(c3ccc(Cl)cc3)CCC2)c1 (stereo not given)	x	-1.2	x	1	-2	0.5	x	1	7

High-throughput results from PubChem.
